# Screening data: PubChem, several laboratories
# HIV RNase H inh: HIV-1 RT RNase H inhibitors, primary screen, biochemical, fluorescence | AID 565, 2006 | inhibition, % at 10 µM | Gag-Pol polyprotein (Human immunodeficiency virus type 1 group M subtype B (isolate … | hit rate 1.9% among 65,000 | RT-RNase H RNA/DNA duplex cleavage; in the data active = inhibition above about 50%
# RmlC RmlD mix: RmlC and RmlD coupled enzyme inhibitors, primary screen, biochemical, 384-well, compound mixtures, retest; RmlC/RmlD coupled enzyme inhibition, 384-well mixture HTS; inhibition, % at 5.5 µM; hit rate 0.39% among 110,000; AID 1532, 2009; in the data active = inhibition above about 30%, passing the limit was not always enough; inconclusive = no clear call, values can overlap the other calls; also: strong numbers were not always called active
# * hit, by the source's call; i = inactive; ? = inconclusive; nt = no result given.
# Values run as follows: HIV RNase H inh | RmlC RmlD mix
COc1ccc(-c2[nH]c3ccccc3c2SCCNC(=O)c2cc3ccccc3oc2=O)cc1
  nt | -4
CC(O)c1c(OCc2ccccc2)ncnc1OCc1ccccc1 (stereo unspecified)
  -23 | -8
CCN(CC)C(=O)CSc1nc(N)c2c3c(sc2n1)CC(C)CC3 (stereo unspecified)
  nt | -30
CN(C)C=Nc1ncc2c3ccccc3n(Cc3ccccc3)c2c1C#N
  -4 | -4
COCCCn1c(Cc2csc(Nc3ccccc3)n2)nnc1SCC(N)=O
  nt | -17
CCOC(=O)CN1CC23C=CC(O2)C(C(=O)NCc2ccc(C)cc2)C3C1=O (stereo unspecified)
  -19 | 7
N#CC1=C(N)SC(N)=C(C#N)C1CCC1CCCCC1
  80* | -1
CC(Sc1nc2c(c(=O)n(C)c(=O)n2C)n1Cc1cc2c(cc1Cl)OCO2)C(=O)O (stereo unspecified)
  -1 | -9
C=C1CCN([C@@H](CC(C)C)C(=O)NCc2ccc(Cl)cc2)S(=O)(=O)c2ccccc21
  nt | -6
Cc1ccc2c(c1)N(Cc1ccccn1)C(=O)C(C)O2 (stereo unspecified)
  -4 | 8
CCC(C)n1cnc2c(c1=O)c1nc3ccccc3nc1n2Cc1ccccc1OC (stereo unspecified)
  26 | 7
CCOC(=O)CSc1nnc(Cc2cc(=O)[nH]c(=O)[nH]2)n1-c1cccc(OC)c1
  -16 | ?
Cc1ccc(CN2CCN(C(=O)c3ccco3)CC2)cc1
  nt | 8
CSc1nc2ccc(S(=O)(=O)N3CCCC3)cc2s1
  nt | 6
CN(CC(=O)N1CCc2ccccc21)S(=O)(=O)c1cccs1
  -15 | -10
O=C(NCCCN1CCCC1=O)c1cccc(C(F)(F)F)c1
  5 | -5
CCc1c(C)nc(SCC(=O)Nc2c(C)n(C)n(-c3ccccc3)c2=O)[nH]c1=O
  nt | -4
CC1(C)Cc2c(sc3nc(-c4cccs4)n(N)c(=O)c23)CO1
  -13 | -18
Cn1c2ccccc2c(=O)n2c(=O)c3ccccc3cc12
  -26 | 13
CCCN1C(=O)c2cc(C(=O)NC3CCCCCC3)ccc2C1O (stereo unspecified)
  8 | -12
Cc1nc2c(-c3ccc(F)cc3)c(C)nn2c(C)c1CCC(=O)NC(C)CCc1ccco1 (stereo unspecified)
  10 | 8
CCn1c(SCC(=O)NCc2cccs2)nnc1-c1cccs1
  -4 | 10
CCOC(=O)CSc1nc(C(C)(C)C)cc(C(F)(F)F)c1C#N
  nt | 5
O=C(N/N=C/c1cccc(OC2CSC2)c1)c1ccccc1O
  nt | -53
Cc1ccc(CNC(=O)c2cccc(-n3cnnn3)c2)cc1
  -8 | -7
CN(C)c1ccc(NC(=O)CSc2nnc(-c3cccs3)n2Cc2ccco2)cc1
  nt | -17
COC(=O)C1=C(C)N=C2SC(C#N)=C(N)N2C1c1ccc(OCc2ccccc2)cc1 (stereo unspecified)
  nt | -3
Cc1ccc(N(CC(O)CN2CCCC2)S(=O)(=O)c2ccccc2)cc1 (stereo unspecified)
  -1 | -19
O=C(NNC(=O)c1cccnc1)Nc1ccc(Cl)c(Cl)c1
  nt | 6
COC(=O)C1C2c3ccccc3OC1(C)N=c1s/c(=C/c3cnn(C)c3C)c(=O)n12 (stereo unspecified)
  -2 | 8
Cc1ccc(-c2cc(-c3ccc(Cl)cc3)c(C#N)c(N)n2)o1
  31 | 93
COc1ccc(CCN(C(=O)C(F)(F)F)C(C(=O)NC2CCCC2)c2cccs2)cc1 (stereo unspecified)
  nt | 6
CCSc1nnc(NC(=O)CSc2nc(CC)nc3c2c(=O)n(C)c(=O)n3C)s1
  -1 | -9
Cc1ccc(-c2nn3c(C)nnc3c3ccccc23)cc1S(=O)(=O)N1CCN(CCO)CC1
  -8 | 2
O=C(CN1CCCc2ccccc21)NC(=O)NCc1ccco1
  -8 | -7
O=C(NCC(=O)N(Cc1ccco1)C(C(=O)NC1CCCC1)c1ccncc1)c1cccs1 (stereo unspecified)
  nt | 3
Cc1ccc(C)c(NC(=O)C2CC(=O)N(C(C)C)C2)c1 (stereo unspecified)
  32 | -6
COCCNC(=O)C1CC(c2ccc(F)cc2)=NO1 (stereo unspecified)
  nt | -45
CCCOC(=O)Cc1c(O)c2ccccc2[nH]c1=O
  -3 | -6
Cc1cc(NC(=O)c2cn(C3CCCCC3)c(=O)c3c2c2ccccc2n3C)no1
  0 | -4
CCOC(=O)c1c(NC(C)=O)sc2c1CCC(C=O)=C2Sc1ccccc1
  nt | 5
CCOc1ccccc1NC(=O)CSc1nnnn1Cc1ccccc1
  -59 | 4
COc1c(C)cccc1C(=O)Nc1ccc(N2CCN(S(C)(=O)=O)CC2)cc1
  -4 | 3
CCC(=O)Nc1cc(Cl)ccc1C(=O)O
  nt | -31
COc1cccc(-n2cnnn2)c1
  nt | 5
CCOc1ccc(-c2[nH]nc3c2C(c2cccnc2)C(C#N)=C(N)O3)cc1 (stereo unspecified)
  -15 | 6
O=C(COC(=O)c1cc(S(=O)(=O)N2CCOCC2)ccc1O)NCC1CCCO1 (stereo unspecified)
  0 | 13
CCCCn1c(O)c(C(CC)=NCc2cccnc2)c(=O)[nH]c1=O
  nt | 1
COc1ccc(Cl)cc1Nc1nc(N)nc(C(F)(F)F)n1
  nt | -6
O=c1oc(Nc2cccc(F)c2)nc2ccccc12
  nt | 3
N#Cc1nc(Cc2cccc3ccccc23)oc1NCCCn1ccnc1
  -35 | 10
Cc1cc(OC(C)C)nc(-c2ccccc2O)n1
  nt | -13
CCO[C@@H]1OC(C(=O)O)=C[C@H](c2ccc(C(F)(F)F)cc2)[C@H]1CCCO
  nt | -10
COc1ccccc1-n1nnnc1SCc1cc2c(cc1Br)OCO2
  -75 | -18
CCCCn1c(O)c(C=NCCCn2ccnc2)c(=O)[nH]c1=O
  4 | 4
Cc1ccc(S(=O)(=O)c2nc(Nc3ccccc3N3CCOCC3)sc2Cl)cc1
  nt | -8
CCOC(=O)N1CCC(NC(=O)c2cc(C(=O)NCc3ccc(F)cc3)ccc2CO)CC1
  -18 | 9
Cc1nn(Cc2ccccc2Cl)c2sc(C(=O)NC(C)(C)C)cc12
  nt | -9
CC(C(=O)N1CCN(c2ccccc2)CC1)N1C(=O)C2CC=CCC2C1=O (stereo unspecified)
  1 | -12
CCCCC1=CC2=CC(=O)C(C)(OC(=O)CC)C(=O)C2=CN1C(CO)CO (stereo unspecified)
  nt | 23

# Five neighbouring compounds already listed:
# Values run as follows: HIV RNase H inh | RmlC RmlD mix
CCOc1ccccc1NC(=O)CSc1nnnn1Cc1ccccc1
  -59 | 4
COc1c(C)cccc1C(=O)Nc1ccc(N2CCN(S(C)(=O)=O)CC2)cc1
  -4 | 3
CCC(=O)Nc1cc(Cl)ccc1C(=O)O
  nt | -31
COc1cccc(-n2cnnn2)c1
  nt | 5
CCOc1ccc(-c2[nH]nc3c2C(c2cccnc2)C(C#N)=C(N)O3)cc1 (stereo unspecified)
  -15 | 6

# Further results follow.
mol	HIV RNase H inh	RmlC RmlD mix
CC(=O)c1c(C(C)=O)c(C)n(Cc2ccc3c(c2)OCO3)c1C	2	i
CC(C)C(=O)Nc1ccc(C(=O)NNC(=O)CCCOc2ccc(Cl)cc2Cl)cc1	nt	-9
COc1ccccc1NC(=O)N1CCN(c2ccc3nncn3n2)CC1	2	nt
COc1ccc2cc(CCNC(=O)C(C)(C)C)c(=O)[nH]c2c1	-5	-9
CCCCOC(=O)Nc1nnc(CC)s1	nt	7
CCOc1ccc(-c2nc3c(s2)CCc2onc(-c4ccc(OC)cc4)c2-3)cc1	nt	-19
CC(C)=C1SC(N2CCN(c3cccc(C)c3)CC2)=NC1=O	nt	9
CCN1C(=O)NC2C1N(S(C)(=O)=O)CCN2S(C)(=O)=O (stereo unspecified)	-6	5
CCOc1cc2[nH]c(=S)n(Cc3ccc(C(=O)NCCOC)cc3)c(=O)c2cc1OCC	nt	-6
Cc1ccc(Cl)cc1N1CCN(C(c2ccc(C#N)cc2)c2nnnn2C2CCCC2)CC1 (stereo unspecified)	8	-7
Cc1cc(C(=O)O)ccc1-n1c(C)ccc1C	22	nt
COc1cc2c(C(=O)NCc3ccc4c(c3)OCO4)cn(C)c(=O)c2cc1OC	0	-10
O=C(OCC(=O)N(C1CCCCC1)C1CCCCC1)c1cnccn1	4	nt
COc1ccccc1NC(=O)CSc1ncnc2c1oc1ccccc12	2	15
CCOc1ccc(S(=O)(=O)NCc2ccc(F)cc2)c2cccnc12	-8	14
CC1(c2nnc(-c3ccncc3)o2)CC(c2c(Cl)cccc2Cl)=NO1 (stereo unspecified)	nt	-10
O=C1NC(c2ccncc2)C(C(=O)c2cccs2)C(O)(C(F)(F)F)N1 (stereo unspecified)	nt	-7
CCN(CC)CCOC(=O)c1ccc(N=CC2=C(O)CC(C)(C)CC2=O)cc1	-16	nt
C/C(=C\c1ccco1)C1C(C#N)=C(N)Oc2n[nH]c(-c3ccc(C)cc3)c21 (stereo unspecified)	nt	-16
COC(=O)c1cccc(NC(=O)c2cccnc2)c1	nt	6

# Compound profiles (already shown). Screens in order: HIV RNase H inh | RmlC RmlD mix
# COc1ccccc1NC(=O)N1CCN(c2ccc3nncn3n2)CC1 in the list: 2 | nt
# O=C(CN1CCCc2ccccc21)NC(=O)NCc1ccco1 in the list: -8 | -7
# COc1ccc(Cl)cc1Nc1nc(N)nc(C(F)(F)F)n1 in the list: nt | -6

# Next part
mol	HIV RNase H inh	RmlC RmlD mix
O=C(O)CCN1C(=O)c2ccc(NC(=O)c3cccs3)cc2C1=O	-9	-16
CS(=O)(=O)N(CC(=O)NCCC1=CCCCC1)c1ccc2c(c1)OCO2	-23	-3
COCCN(C(=O)Cn1nnc2ccccc21)C(C(=O)NC1CCCCC1)c1ccc(OC)cc1OC (stereo unspecified)	nt	5
Cc1oc2c(C)c(O)ccc2c(=O)c1-c1cnn(-c2ccccc2)c1	nt	7
COc1c(F)c(F)c(C(=O)Nc2ccccc2N2CCN(C(C)=O)CC2)c(F)c1F	11	9
COc1ccc(Cl)cc1N1C(=O)C2CCCN2C1c1ccccc1F (stereo unspecified)	-3	6
O=C(CSc1ncn(-c2ccccc2)n1)NCc1ccccc1	-40	-7
CCOC(=O)C(NC(=O)CC)C(O)c1cccc([N+](=O)[O-])c1 (stereo unspecified)	nt	0
C=CCNc1ncnc2c1[nH]c1ccccc12	-14	4
CCCN(CCC)c1nc(N)nc(-c2cc(Cl)ccc2OC)n1	nt	-21
CCOc1ccc(C2SCC(=O)N2c2c(C)n(C)n(-c3ccccc3)c2=O)cc1 (stereo unspecified)	17	4
CCCC/C(O)=C1\C(=O)CC(C)(C)CC1=Nc1ccccc1OC	nt	-6
CC(=O)c1ccc(N2CCN(C(=O)c3ccc(Br)cc3)CC2)c(F)c1	-11	-9
OC(C#CCN1CCCC1)c1ccccc1 (stereo unspecified)	4	-2
CCCNC(=O)C1(CC2CC(c3ccccc3)=NO2)CCN(C(=O)Cc2ccc(F)cc2)CC1 (stereo unspecified)	nt	-1
O=c1c2c([nH]c3ccccc13)C(=C1CCCC1)CC2	-3	-3
O=C(C1=C[C@H](c2csc3ccccc23)C[C@H](OCc2ccc(CO)cc2)O1)N1CCN(Cc2ccc3c(c2)OCO3)CC1	nt	6
N/C(=N\OC(=O)c1ccc(Cl)cc1Cl)c1ccccc1	nt	-14
Cc1ccc(NC(=O)C(C)Sc2nc(=O)cc(N)n2-c2ccccc2)cc1 (stereo unspecified)	nt	0
Cc1ccc(C#N)c(SCc2cc3c(cc2Cl)OCO3)n1	7	-24
CCOC(=O)c1nnn(-c2nonc2-n2cccc2)c1CN1CCC(C(=O)OCC)CC1	nt	-13
O=C(CN1C(=O)C2CC=C(Cl)CC2C1=O)Nc1ccc(C(=O)O)cc1 (stereo unspecified)	6	8
O=C(Nc1nc2n(n1)C(c1ccccc1)C=C(c1ccccc1)N2)c1ccco1 (stereo unspecified)	38	9
O=C(CC12CC3CC(CC(C3)C1)C2)N1CCCOC1	-10	-19
O=c1[nH]c(Cc2ccccc2)nc2c1oc1ccccc12	-7	8
Cc1cc(Cl)c(S(=O)(=O)N(C)C)cc1OCC(N)=O	nt	-14
COc1ccccc1Cn1c(=O)c2ccccc2n2c(Sc3ncnc4sccc34)nnc12	6	15
O=C(CS(=O)(=O)Cc1ccccc1)N1CCN(c2cccc(C(F)(F)F)c2)CC1	7	2
O=C(Cc1ncc(C(F)(F)F)cc1Cl)Nc1cccc(Br)c1	nt	-2
CNc1nc(C)c(C(=O)OCc2ccccc2)s1	-28	9
Cc1ccc(OC(F)F)c(NC(=O)Nc2cccc(C(F)(F)F)c2)c1	nt	11
COc1ccc2c(=O)c(-c3ccc(OC)c(OC)c3)coc2c1	nt	-14
CCOc1ccc(NC(=O)CSc2nnc(-c3ccoc3C)n2CC2CCCO2)cc1 (stereo unspecified)	nt	-14
O=C(CSCc1ccccc1Cl)NN1C(=O)c2ccccc2C1=O	nt	-27
CCOC(=O)c1c(N)nn(C(=O)C(C)(C)C)c1-c1ccccc1	-2	18
CCOc1ccccc1Oc1ccc(C(F)(F)F)cn1	-23	18
COc1ccc(OC)c(NC(=O)c2cc(S(=O)(=O)NCc3ccco3)ccc2F)c1	-4	8
COCCNC(=O)CN(c1ccc(OC)c(OC)c1)S(=O)(=O)c1ccc(C)cc1	-3	-7
S=c1[nH]nc(-c2ccc(Br)cc2)n1Cc1ccco1	-18	-8
CN1CC(c2ccc(Cl)c(Cl)c2)[C@@]2(COc3ccccc3C2=O)[C@@]12C(=O)Nc1ccccc12 (stereo partly specified)	nt	-11
O=C(O)CCc1n[nH]c(=S)[nH]c1=O	0	-14

# A portion of the library. The share of hits here may be higher or lower than overall.
